Bioassay records deposited in PubChem by Sanford-Burnham Center for Chemical Genomics.
697 NFkB inh = inhibitors of the PMA/ionomycin-induced NF-kB reporter in 697 B cells | actives 0.33% (n = 330,000) | 697 B-cell NF-kB luciferase reporter, 16 h | AID 435022 | inhibition, % at 4 µM; in the data active = inhibition above about 35%
CXCR6 inh = CXCR6 (human) receptor inhibition; CHO-K1 PathHunter CXCR6 beta-arrestin, luminescence; inhibition, % at 20 µM; actives 0.36% (n = 360,000); in the data active = inhibition above about 34%, passing the limit was not always enough;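 note: antagonist mode with CXCL16 agonist at 10 nM final; 0% = 10 nM CXCL16 with DMSO and 100% = unstimulated wells without agonist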
Jurkat NFkB inh = inhibitors of the PMA/ionomycin-induced NF-kB reporter in Jurkat cells; inhibition, % at 4 µM; AID 435003; PMA/ionomycin-induced NF-kB luciferase reporter, luminescence; actives 0.53% (n = 330,000); in the data active = inhibition above about 50%
Gli-Sufu block = blocks Gli-Sufu signaling in a luciferase reporter; Sufu-KO-LIGHT fibroblasts, Gli luciferase reporter luminescence; inhibition, % at 5 µM; actives 0.74% (n = 340,000);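 active = inhibition above about 55%, limit read from the data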;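 note: 0% = DMSO-treated cells and 100% = wells with medium but no cells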
CCR6 antag = blocks CCL20-driven beta-arrestin recruitment at human CCR6; actives 0.49% (n = 340,000); P51684; CHO-K1 CCR6 PathHunter beta-arrestin, luminescence, CCL20-stimulated; inhibition, % at 20 µM;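 active = compounds whose inhibition of the agonist-driven luminescence signal at 20 µM reaches about 50%, limit read from the data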;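 note: cells stimulated with CCL20 at 14 nM final; plate controls were DMSO with CCL20 for no effect and DMSO without agonist for full effect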
XBP1 UPR activ = activators of adaptive arm of unfolded protein response (XBP1) | CHO-XBP1 luciferase reporter, IRE1-XBP1 UPR activation, luminescence; percent of tunicamycin response, DMSO as zero | activation, % at 20 µM | actives 0.33% (n = 330,000) | AID 463104;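 active = versus positive control, 20 µM dose yields 30% or more activation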;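 note: 100% = tunicamycin at 10 µg/mL and 0% = DMSO only wells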
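Material: CHO-XBP1 cells stably carrying IRE1-XBP1-driven luciferase reporter / Amount: 1000 cells per well / Compound: 20 µM, 1% DMSO / Times: 6 h treatment, 37 °C / Detection: luciferase luminescence / Measure: % activation of reporter signal versus tunicamycin and DMSO controls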
EBI2 block = antagonists of human EBI2 receptor; inhibition, % at 5 µM; EBI2 beta-arrestin recruitment, luminescence, 7a,25-OHC stimulated; P32249; actives 0.81% (n = 360,000); in the data active = inhibition above about 38%;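 note: enzyme fragment complementation signal reports receptor beta-arrestin coupling in cells; 0% = agonist plus DMSO wells and 100% = wells without agonist; some results beyond the cut were filed as inactive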
CHOP UPR activ = activators of apoptotic arm of unfolded protein response (CHOP). CHO-CHOP luciferase reporter, UPR activation, luminescence; percent of tunicamycin response over DMSO baseline. activation, % at 10 µM. actives 0.34% (n = 330,000);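 active = at 10 µM dose, activation of 40% or more, normalized to positive control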;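 note: 100% = tunicamycin at 10 µg/mL and 0% = DMSO alone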
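System: CHO-CHOP luciferase reporter cell line; amount: 500 cells/well; buffer or medium: F12 medium containing 10% fetal bovine serum; incubation: 6 h compound exposure at 37 °C after overnight seeding; measured by: luciferase luminescence after 10 min with Steady-Glo reagent; evaluation: % reporter activation, DMSO baseline versus tunicamycin full activation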
Mdm2-MdmX inh = inhibitors of human Mdm2/MdmX interaction. O15151+Q00987. SaOS-2 split-luciferase Mdm2/MdmX complementation, luminescence. inhibition, % at 8 µM. actives 3% (n = 330,000). AID 485346;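 active = inhibition of at least 50% at 8 µM in the primary screen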
Target sequence (O15151 whole entry, looked up): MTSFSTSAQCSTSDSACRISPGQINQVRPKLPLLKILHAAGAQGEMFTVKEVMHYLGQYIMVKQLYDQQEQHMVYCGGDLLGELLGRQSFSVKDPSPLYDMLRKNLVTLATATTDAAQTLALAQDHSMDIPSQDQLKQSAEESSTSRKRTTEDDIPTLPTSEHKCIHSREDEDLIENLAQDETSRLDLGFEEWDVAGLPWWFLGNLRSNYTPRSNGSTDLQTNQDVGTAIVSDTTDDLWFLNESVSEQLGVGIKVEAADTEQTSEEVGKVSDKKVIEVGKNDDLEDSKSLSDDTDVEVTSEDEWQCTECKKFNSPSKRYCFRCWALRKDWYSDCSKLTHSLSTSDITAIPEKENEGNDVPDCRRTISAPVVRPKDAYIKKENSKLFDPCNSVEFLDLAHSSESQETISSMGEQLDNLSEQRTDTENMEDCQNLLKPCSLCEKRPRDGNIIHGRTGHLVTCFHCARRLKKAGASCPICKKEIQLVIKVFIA
Target sequence (Q00987 whole entry, looked up): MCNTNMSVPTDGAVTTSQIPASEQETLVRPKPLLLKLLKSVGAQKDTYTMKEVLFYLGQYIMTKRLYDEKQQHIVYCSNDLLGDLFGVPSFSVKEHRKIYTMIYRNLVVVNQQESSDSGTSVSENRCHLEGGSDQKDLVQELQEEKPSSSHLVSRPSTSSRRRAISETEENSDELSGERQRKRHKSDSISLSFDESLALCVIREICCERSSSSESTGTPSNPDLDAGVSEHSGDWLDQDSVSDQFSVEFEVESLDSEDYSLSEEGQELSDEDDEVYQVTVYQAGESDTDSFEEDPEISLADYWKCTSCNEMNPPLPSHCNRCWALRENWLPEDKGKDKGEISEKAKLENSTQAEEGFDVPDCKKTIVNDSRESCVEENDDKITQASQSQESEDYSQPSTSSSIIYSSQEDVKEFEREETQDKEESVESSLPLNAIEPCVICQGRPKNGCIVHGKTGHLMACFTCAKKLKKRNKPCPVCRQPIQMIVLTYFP
* = called active by the depositor; · = no result given.

#1 O=C(Cc1cccc2ccccc12)Nc1nnc(-c2cccc([N+](=O)[O-])c2)s1
#2 CC(C)Oc1ccccc1/C=N/n1nnnc1N
#3 CCCCOc1ccc(C2C(C(=O)c3ccc(C)o3)=C(O)C(=O)N2CC2CCCO2)cc1 (stereo unspecified)
#4 C/C(N)=C(/C#N)C(=O)CSc1cc(Cl)ccc1Cl
#5 O=C(Cn1nnc2ccccc2c1=O)Nc1cccc(S(=O)(=O)N2CCOCC2)c1
#6 CCc1ccc(NC(=O)N(CCN2CCOCC2)Cc2ccc3c(c2)CCCN3CC)cc1
#7 O=C(c1ccc2c(c1)OCO2)N1CCN(CCN2C(=O)c3cccc4cccc(c34)C2=O)CC1
#8 OCCC1CN(Cc2nc3ccc(F)cc3[nH]2)CCN1C1CCCC1 (stereo unspecified)
Assay by compound	1	2	3	4	5	6	7	8
697 NFkB inh	6	-10	14	12	8	-1	·	-3
CXCR6 inh	-1	3	13	1	16	-3	4	2
Jurkat NFkB inh	12	-9	0	14	5	-10	·	1
Gli-Sufu block	-6	0	-10	-5	1	8	5	12
CCR6 antag	21	11	-1	7	5	21	12	3
XBP1 UPR activ	2	-1	0	-2	-1	-4	·	-2
EBI2 block	-1	-1	-5	-4	4	-2	-2	2
CHOP UPR activ	3.0	-1.3	2.5	2.0	1.0	-1.0	·	-1.0
Mdm2-MdmX inh	10	8	9	-4	2	-19	·	20

Four entries out of the list above, arranged by their value in CXCR6 inh, low to high.
| item | SMILES | CXCR6 inh |
| --- | --- | --- |
| 6 | CCc1ccc(NC(=O)N(CCN2CCOCC2)Cc2ccc3c(c2)CCCN3CC)cc1 | -3 |
| 1 | O=C(Cc1cccc2ccccc12)Nc1nnc(-c2cccc([N+](=O)[O-])c2)s1 | -1 |
| 4 | C/C(N)=C(/C#N)C(=O)CSc1cc(Cl)ccc1Cl | 1 |
| 5 | O=C(Cn1nnc2ccccc2c1=O)Nc1cccc(S(=O)(=O)N2CCOCC2)c1 | 16 |

Additional compounds follow.
#9 COc1cccc(OC)c1CNC(=O)C1CCC(=O)N(CC2CCCCC2)C1 (stereo unspecified)
#10 CC(=O)Oc1ccc(-c2cc3c(OC(C)=O)cc(OC(C)=O)cc3oc2=O)cc1
#11 CCOc1ccc(-n2c(N)c(C(=O)NCc3cccnc3)sc2=S)cc1
#12 CCCOc1ccccc1C1CC(=O)NC(C)=C1C(=O)OCC(C)C (stereo unspecified)
#13 CC(=O)c1cc(C#N)c(SCCC(C)C)nc1C
#14 Cc1ccc(NC(=O)CCCN2C(=S)NC(C)(C)CC2C)cc1 (stereo unspecified)
#15 O=C(CCC(=O)Nc1ccccc1Cl)N/N=C1\CCCc2ccccc21
#16 CC1CCC(NCC(=O)Nc2cccc(S(N)(=O)=O)c2)CC1 (stereo unspecified)
Assay by compound	9	10	11	12	13	14	15	16
697 NFkB inh	-23	-8	5	-40	0	-2	13	-10
CXCR6 inh	-2	3	-3	10	0	-2	2	13
Jurkat NFkB inh	6	-22	9	-7	-2	-5	11	-5
Gli-Sufu block	10	5	3	5	-11	-2	3	18
CCR6 antag	3	-30	-1	11	1	-4	-15	0
XBP1 UPR activ	-1	0	-2	1	5	-3	-2	3
EBI2 block	-6	-19	6	9	1	1	-11	-4
CHOP UPR activ	-0.5	-0.6	3.1	1.5	3.0	1.1	0.9	0.2
Mdm2-MdmX inh	12	8	-11	34	-3	-31	14	-11

Two of the compounds above, bar-delimited.
No. | SMILES | 697 NFkB inh | CXCR6 inh | Jurkat NFkB inh | Gli-Sufu block | CCR6 antag | XBP1 UPR activ | EBI2 block | CHOP UPR activ | Mdm2-MdmX inh
13 | CC(=O)c1cc(C#N)c(SCCC(C)C)nc1C | 0 | 0 | -2 | -11 | 1 | 5 | 1 | 3.0 | -3
14 | Cc1ccc(NC(=O)CCCN2C(=S)NC(C)(C)CC2C)cc1 (stereo unspecified) | -2 | -2 | -5 | -2 | -4 | -3 | 1 | 1.1 | -31

(next part)
#17 CC(=O)c1ccc(S(=O)(=O)NCC(=O)N2CCN(C/C=C/c3ccccc3)CC2)cc1
#18 O=C(CCl)N(c1ccccc1)c1ccccc1
#19 Cc1ccc(C)c(C(=O)CC2(O)C(=O)N(C)c3ccccc32)c1 (stereo unspecified)
#20 CN(C)c1c(N)c(=O)oc2ccccc12
#21 CCCCCN(C(=O)NC(=O)NCCCC)S(C)(=O)=O
#22 Cc1ccc(C(=O)Nc2ccsc2C(=O)O)cc1
#23 CCn1cc(C(=O)O)c(=O)c2cc(F)c(N3CCN(C(=S)NC(=O)c4ccccc4Cl)CC3)cc21
#24 CN1CCN(C2=Nc3ccccc3Oc3ccc(Cl)cc32)CC1
Assay by compound	17	18	19	20	21	22	23	24
697 NFkB inh	29	·	19	-9	14	-106	6	10
CXCR6 inh	3	-4	-4	4	-5	5	0	0
Jurkat NFkB inh	-2	·	-4	-14	0	-2	2	-8
Gli-Sufu block	11	2	1	-2	5	-58	-9	22
CCR6 antag	7	-16	6	7	-23	-5	6	15
XBP1 UPR activ	0	·	-3	0	-1	1	-2	-4
EBI2 block	19	-12	1	-7	-5	1	-6	1
CHOP UPR activ	-0.8	·	-2.2	-0.5	0.5	2.0	-0.5	-1.1
Mdm2-MdmX inh	25	·	8	16	33	-57	22	9

#25 CC(=O)Nc1ccc(S(=O)(=O)N(C)CC(=O)OCC(=O)N(CC(C)C)C2CCS(=O)(=O)C2)cc1 (stereo unspecified)
#26 Cc1cc(-c2ccccc2C(=O)NCc2ccccc2)on1
#27 CC(C)CC1NC(C(=O)O)Cc2c1[nH]c1ccccc21 (stereo unspecified)
#28 Cc1ccc(NC(=O)Cc2nnc(SCC(=O)NC3CCCC3)n2C)cc1C
#29 COc1ccc(C2N(c3ccc(Cl)cc3)N=C(C(C)=O)N(C)N2C(C)=O)cc1 (stereo unspecified)
#30 COc1ccccc1OCC(=O)N/N=C/c1c(O)ccc2ccccc12
#31 CCCNC(=O)c1c(Cl)cnn1-c1ccc(C)cc1
#32 O=C(O)CCCCCNC(=O)c1ccc(C(=O)NCCCCCC(=O)O)cc1
Assay by compound	25	26	27	28	29	30	31	32
697 NFkB inh	16	-7	-6	-3	-2	-10	-97	2
CXCR6 inh	2	-8	-12	-8	6	-10	2	-9
Jurkat NFkB inh	19	2	0	-8	4	44	-38	5
Gli-Sufu block	-3	0	10	-16	10	·	-82	4
CCR6 antag	7	-6	-2	-8	19	·	1	-2
XBP1 UPR activ	-1	-3	-3	-7	-1	-6	1	-2
EBI2 block	-6	1	-2	-5	10	-1	7	4
CHOP UPR activ	1.5	1.2	-0.1	-1.3	-0.1	-0.5	5.0	0.1
Mdm2-MdmX inh	9	6	9	3	31	82*	-107	1

#33 COc1ccc(-c2csc(NC(=O)CN3C(=O)CCC3=O)n2)cc1OC
#34 CCC(=O)NNC(=O)CSc1nnc(-c2ccccc2)c(-c2ccccc2)n1
#35 CC1C=CC=CC=CC=CC=CC=CC=CC(OC2OC(C)C(O)C(N)C2O)CC2OC(O)(CC(O)CC(O)C(O)CCC(O)CC(O)CC(=O)OC(C)C(C)C1O)CC(O)C2C(=O)O (stereo unspecified)
#36 COc1ccccc1NS(=O)(=O)c1cccc(C(=O)N2CCN(C(=O)c3ccco3)CC2)c1
#37 Cc1cccc(Nc2nc(-c3ccc(F)c(C)c3)cs2)n1
#38 CCc1c(C(=O)NC(C)C2CCCO2)csc1C (stereo unspecified)
#39 O=C(/C=C/c1cc([N+](=O)[O-])ccc1OC(F)F)NCc1ccc(Cl)cc1
#40 O=C1CCCC(=NNC(=O)c2cc3ccccc3cc2O)C1
Assay by compound	33	34	35	36	37	38	39	40
697 NFkB inh	4	-2	·	16	-136	1	13	-110
CXCR6 inh	7	-3	13	-2	-8	1	-6	0
Jurkat NFkB inh	2	-4	·	14	-106	-15	5	-79
Gli-Sufu block	-1	26	17	4	-94	3	12	-43
CCR6 antag	-6	4	32	9	1	4	29	20
XBP1 UPR activ	-2	-3	·	2	4	-1	-3	-4
EBI2 block	-7	-4	3	-4	34	-4	12	-2
CHOP UPR activ	-0.3	-0.7	·	-2.5	6.6	2.1	-0.3	4.5
Mdm2-MdmX inh	-20	12	·	-11	-246	11	41	-85

#41 Cc1nc(NC(=O)/C=C/c2ccccc2)sc1C(=O)Nc1ccc(Cl)cc1
#42 CCOC(=O)/C(C#N)=N/Nc1c(C)n(C)n(-c2ccccc2)c1=O
#43 CCn1cc(C(=O)NC(=S)Nc2cccc(O)c2)cn1
#44 CC(C)(C)OC(=O)NCCCCCNC(=O)c1nc[nH]c1C(=O)NCc1ccccc1
#45 Cc1ccccc1CN(c1ccc(C(=O)Nc2cccnc2)cc1)S(C)(=O)=O
#46 CCN1CCCC(OC(=O)c2cc(-c3ccc(C)cc3)nc3ccccc23)C1 (stereo unspecified)
#47 CSc1ccc(/C=C/C(=O)OCC(=O)NC(C)C)cc1
#48 O=C(c1ccc2c(c1)C(=O)N(c1ccc(Cl)cc1)C2=O)N1CCN(c2ccccn2)CC1
Assay by compound	41	42	43	44	45	46	47	48
697 NFkB inh	18	11	-13	-3	-8	-13	3	7
CXCR6 inh	-2	11	-2	6	-2	3	0	2
Jurkat NFkB inh	10	-11	-42	-16	13	-16	21	-6
Gli-Sufu block	16	-6	0	10	-2	21	8	-5
CCR6 antag	-2	17	34	17	5	14	10	7
XBP1 UPR activ	5	-3	1	-1	-1	-2	0	0
EBI2 block	3	8	11	-22	7	-30	6	7
CHOP UPR activ	4.2	-0.7	4.2	-0.6	-1.0	0.3	2.0	0.9
Mdm2-MdmX inh	50*	-15	-34	16	19	0	-10	8

#49 COc1ccc(Cl)cc1S(=O)(=O)N1CCC(C(=O)NC2CC2)CC1
#50 Cc1sc(NC(=S)NC(=O)c2cccs2)nc1-c1ccc(CC(C)C)cc1
#51 Cc1ccnc(SCC(=O)O)n1
#52 CC(OC(=O)c1ccc2ncsc2c1)C(=O)NC1CCCCC1C (stereo unspecified)
#53 Cc1nn(CC#N)c(=O)n1-c1cccc(F)c1
#54 CC1CCCN(C(=S)Nc2ccc(S(=O)(=O)N3CCCCC3)cc2)C1 (stereo unspecified)
#55 Cc1oc(S(=O)(=O)N2CCCC2)cc1C(=O)Nc1ccccc1
#56 Cc1cc(C(=O)OC(C)C(=O)NC2CCCCC2C)c(C)o1 (stereo unspecified)
Assay by compound	49	50	51	52	53	54	55	56
697 NFkB inh	15	-4	11	11	17	-7	-8	20
CXCR6 inh	-5	5	12	7	-6	-2	-5	0
Jurkat NFkB inh	6	7	8	0	2	-1	8	14
Gli-Sufu block	-1	1	-5	-18	-5	-1	5	2
CCR6 antag	21	11	-3	24	4	15	-3	4
XBP1 UPR activ	0	-3	1	-1	1	1	-4	-2
EBI2 block	-2	1	-7	-3	-4	-2	-3	-15
CHOP UPR activ	1.1	-0.6	0.3	0.0	4.7	1.1	-1.0	-0.8
Mdm2-MdmX inh	-36	20	19	21	14	17	13	18
